# EPAC2 antagonist: qHTS for Antagonist of cAMP-regulated guanine nucleotide exchange factor 2 (EPAC2): primary screen; 360,000 compounds, 0.18% hits; Potency, µM (top dose mostly 114 µM), for the others: at the highest dose activity, negative = inhibition, actives largely listed as inhibitors; EPAC2 GEF exchange of Rap1B-BODIPY-GDP, fluorescence; also: potency is read from the fitted curve at half-maximal effect; % is scaled to controls: 0 for no effect and ±100 for the full control effect; nearly all actives have a fitted effect of over 45% in size; many of its hits are not listed in these tables
# Target sequence (Q8WZA2 whole entry, looked up): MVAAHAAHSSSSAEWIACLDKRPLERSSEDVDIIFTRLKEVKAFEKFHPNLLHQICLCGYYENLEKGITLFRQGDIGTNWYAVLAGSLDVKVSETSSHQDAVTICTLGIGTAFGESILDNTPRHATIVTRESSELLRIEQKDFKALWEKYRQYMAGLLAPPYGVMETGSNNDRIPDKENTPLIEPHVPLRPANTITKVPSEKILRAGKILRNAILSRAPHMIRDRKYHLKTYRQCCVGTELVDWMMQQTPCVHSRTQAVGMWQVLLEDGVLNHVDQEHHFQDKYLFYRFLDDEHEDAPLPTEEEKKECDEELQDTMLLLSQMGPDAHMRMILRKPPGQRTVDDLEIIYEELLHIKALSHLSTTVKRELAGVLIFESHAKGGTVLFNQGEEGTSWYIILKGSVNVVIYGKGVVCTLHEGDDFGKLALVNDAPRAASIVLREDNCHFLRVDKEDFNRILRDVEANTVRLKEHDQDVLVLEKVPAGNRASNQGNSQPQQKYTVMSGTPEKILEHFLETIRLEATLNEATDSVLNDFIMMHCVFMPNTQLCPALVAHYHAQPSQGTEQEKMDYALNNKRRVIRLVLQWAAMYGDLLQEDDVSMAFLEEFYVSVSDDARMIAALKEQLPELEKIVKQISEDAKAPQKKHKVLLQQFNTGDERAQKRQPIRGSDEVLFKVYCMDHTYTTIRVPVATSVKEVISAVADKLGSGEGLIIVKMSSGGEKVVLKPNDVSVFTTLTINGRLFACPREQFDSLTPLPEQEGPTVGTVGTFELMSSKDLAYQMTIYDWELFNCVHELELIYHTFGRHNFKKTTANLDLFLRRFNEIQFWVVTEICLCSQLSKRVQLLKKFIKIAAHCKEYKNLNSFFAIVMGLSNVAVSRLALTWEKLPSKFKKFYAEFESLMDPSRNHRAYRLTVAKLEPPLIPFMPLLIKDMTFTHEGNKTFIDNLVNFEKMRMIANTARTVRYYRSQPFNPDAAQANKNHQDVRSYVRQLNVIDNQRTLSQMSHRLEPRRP
# MmCpn inh: Inhibitors of TCP-1 ring complex (TRiC) of Methanococcus maripaludis (MmCpn): qHTS | purified Mm-Cpn ATPase, ADP Transcreener TR-FRET | Potency, µM (titrated, usually from 76.9 µM), without a hit: at the highest dose activity, negative = inhibition, actives largely listed as inhibitors | 330,000 compounds, 0.031% hits | AID 504842, 2011; also: potency is read from the fitted curve at half-maximal effect; % is scaled to controls: 0 for no effect and ±100 for the full control effect; nearly all actives have a fitted effect of over 80% in size
#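 Purified archaeal chaperonin (25 nM final) was preincubated with compound for 10 min at 37°C, then ATP (10 uM final) was added for 30 min at 37°C in Tris pH 7.4/KCl/MgCl2/DTT buffer. ADP was quantified by HTRF Transcreener TR-FRET.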
# CCT modulator: High-Throughput Screening for Modulators of Cytosolic Chaperonin Activity; purified chaperonin ATPase assay, HTRF ADP detection, 30 min; activity change, % (no concentration beside the values), hits read low; 360,000 compounds, 0.3% hits; AID 651819, 2012; in the data active = activity change below about -30%; also: % is scaled to controls: 0 for no effect and ±100 for the full control effect
#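 We incubate TRiC, 40 or 20 nM final, with library compounds at 76 uM and 10 uM ATP for 30 min at 37 °C. ADP formed is detected with Transcreener HTRF reagents after 30 min at room temperature.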
# Nrf2 inh: Nrf2 qHTS screen for inhibitors; A549 ARE-Fluc reporter, luciferase luminescence, 18-24 h; Potency, µM (top dose mostly 46 µM), without a hit: top-dose activity change, negative = inhibition, actives largely listed as inhibitors; 360,000 compounds, 2.1% hits; AID 504444, 2011; also: potency is read from the fitted curve at half-maximal effect; % is scaled to controls: 0 for no effect and ±100 for the full control effect; nearly all actives have a fitted effect of over 60% in size
#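 Reporter: ARE-Fluc in A549. Exposure: 18-24 h, 37 °C, 5% CO2, 5% FBS OPTI-MEM. Readouts: fluorescent cytotoxicity (CellTiter-Fluor), then luminescent Nrf2 signal after BugLite.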
# TGFb inhibitor: qHTS for Inhibitors of TGF-b. HepG2 CAGA-GFP TGF-b/SMAD3 reporter, GFP fluorescence, 18 h; TGF-beta stimulated, 500 pg/mL final. Potency, µM (highest dose often 46.1 µM), without a hit: at the highest dose activity, negative = inhibition, hits mostly inhibitors. 410,000 compounds, 1.2% hits; also: potency is read from the fitted curve at half-maximal effect; % is scaled to controls: 0 for no effect and ±100 for the full control effect; nearly all actives have a fitted effect of over 65% in size
#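 HEPG2 CAGA-GFP cells (1000/well, DMEM with 1% FBS) were pre-incubated 2 h at 37 degrees C, given compound by pin tool, then stimulated with TGF-beta at 500 pg/mL final for 18 h before per-cell GFP fluorescence imaging.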
# Nrf2 activator: qHTS of Nrf2 Activators | AREc32 ARE-luciferase reporter (MCF7-derived line), luminescence, 24 h | Potency, µM (doses to about 46.1 µM), inactives show top-dose activation, hits mostly activators | 410,000 compounds, 0.31% hits; also: potency is read from the fitted curve at half-maximal effect; % of control where 0% means no effect; nearly all actives have a fitted effect of over 65% in size
#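 Cells of the AREc32 ARE-luciferase line are plated in OPTI-MEM containing 5% FBS and left overnight at 37 deg C. Compounds are pinned in, incubation continues 24 hr, and firefly luciferase signal is then measured.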
# pAkt inh: HTS Assay for Inhibitors of Akt Phophorylation: Primary Screen; AID 651550, 2012; 360,000 compounds, 0.32% hits; activity change, % for hits at 50 µM; Neuro2A IGF-stimulated pAkt S473 HTRF, 20 min; active compounds read low; in the data active = activity change below about -80%; inconclusive = mostly about -51% to -80%; also: % is scaled to controls: 0 for no effect and ±100 for the full control effect
#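 Neuro2A cells (4,500/well, DMEM with 0.5% FBS) were treated with compound at a single 50 µM final concentration, stimulated with 6 nM IGF for 20 min at 37 °C, and lysed. Phospho-Akt Ser473 was read by HTRF as 665/615 ratio ×10^4.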
# EPAC2 agonist: qHTS for Agonist of cAMP-regulated guanine nucleotide exchange factor 4 (EPAC2): primary screen; Rap guanine nucleotide exchange factor 4 (Homo sapiens), Q8WZA2; Potency, µM (highest dose often 154 µM), inactives show at the top dose activation, usual class: activators; EPAC2 activation, biochemical qHTS; response scale: 100% = 6.5 mM cAMP response; 360,000 compounds, 0.079% hits; also: potency is read from the fitted curve at half-maximal effect; nearly all actives have a fitted effect of over 50% in size
#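 EPAC2 (100 nM) mixed with Rap1B loaded with BODIPY-GDP (250 nM) plus 50 uM unlabeled GDP; compounds pinned in, 5 min RT, then read every 5 min for 30 min (ex 480, em 540 nm). Normalized to cAMP control.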
# A549 viability: Nrf2 qHTS screen for inhibitors: counterscreen for cytotoxicity. A549 ARE-Fluc cells, CellTiter-Fluor viability, 18-24 h. Potency, µM (titrated, usually from 46 µM), for the others: at the highest dose activity change, negative = cytotoxicity, actives largely listed as inhibitors. 390,000 compounds, 0.16% hits. AID 504648, 2011; also: potency is read from the fitted curve at half-maximal effect; % is scaled to controls: 0 for no effect and ±100 for the full control effect
#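 Cytotoxicity counterscreen: CellTiter-Fluor fluorescence was measured in A549 ARE_Fluc cells after 18-24 h of compound exposure in a concentration series. The subsequent BugLite luminescent read reports ARE-luciferase activity.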
# Numbers without * were called inactive; i = inactive; ? = inconclusive; / = no result given; & = joins results of further samples; [ ] = dose if it differs, or a comment. Unless noted, calls follow the shape of the dose curve; as a rule, active = well fitted curve in the direction sought with a large enough effect; inconclusive = small, poorly fitted or top-dose-only effect, or another doubt; inactive = no such curve, though single readings can be large; an effect the other way counts as inactive or inconclusive. A portion of the library; count on the stated rates, not on these rows.
SMILES,EPAC2 antagonist,MmCpn inh,CCT modulator,Nrf2 inh,TGFb inhibitor,Nrf2 activator,pAkt inh,EPAC2 agonist,A549 viability
CC(C)(C)C(=O)NCC12C=CC(O1)C1C(=O)N(c3ccccc3)C(=O)C12 (stereo not given),-3%,1%,1.0,-1%,-9%,-0.4%,i,4%,-6%[1.84 µM]
Cc1cc2nc(-c3nnnn3Cc3ccccc3)c(=O)[nH]c2cc1C,5%,/,0.9,/,/,0.4%,i,0%,/
CCc1nc2ccc(C(=O)NCC3CCCCC3)cn2c1N(C)Cc1nccs1,-4%,/,0.1,/,-3%,0.2%[9.22 µM],i,3%,/
COc1ccc(-c2nnc(SCC(=O)NCCc3ccc(S(N)(=O)=O)cc3)o2)cc1OC,-9%,-9%,-1.6,0%,-1%,3.6%,i,2%,-4%
CS(=O)(=O)C1=NSC2=NC(=O)/C(=C\c3cccn3-c3ccc(Cl)cc3)C(=N)N21,-17%,-2%,0.6,0%,6%,-0.4%,i,-8%,-29%
COCCN(CC(=O)NCc1ccccc1)C(=O)CCC(=O)Nc1nccs1,-1%,-1%,-2.3,/,16%,-0.1%,i,5%,6%
CCCc1[nH]n(-c2nc3ccccc3s2)c(=O)c1C=NCCCN(CC)CC,7%,3%,-0.4,?,-3%,0.1%,i,5%,-6%
COc1ccc(CNC(=O)c2nc(S(=O)(=O)Cc3ccccc3)ncc2Cl)cc1,-19%,1%,2.7,18µM*,6.3µM*,-3.9%&-6.1%,/,-2%,?
O=C(COc1ccc(Cl)cc1Cl)N(Cc1ccco1)C1CCS(=O)(=O)C1 (stereo not given),3%,2%,-2.5,10%,-1%,-0.9%,i,-1%,12%
Cc1c(C(N)=O)sc2nc(-c3ccccc3)cn12,0%,0%,-2.1,?,0%,5.4%,i,5%,0%
COc1ccc(-c2ccc(/C=C3/C(=N)N4C=CSC4=NC3=O)o2)c([N+](=O)[O-])c1,-13%,0%,-1.8,-17%,?,9.1%,i,6%,-14%
CCN1CCN(c2ccc(S(=O)(=O)N3CCCCC3)cc2NC(=O)c2ccc([N+](=O)[O-])s2)CC1,-14%,1%,1.3,?,8.9µM*,-0.1%,i,2%,?
CC[C@]12c3[nH]c4cc(-c5ccco5)ccc4c3CCN1C(=O)[C@@H](CC(=O)NCCN1CCOCC1)C[C@@H]2C(=O)N1CCN(C(=O)c2ccco2)CC1,3%,-2%,-5.9,15%,-3%,0.7%,i,-3%,-8%
CC(=O)Nc1ccc(NC(=O)CN(c2ccc(F)cc2)S(=O)(=O)c2ccc3c(c2)OCCO3)cc1,7%,0%,-0.8,/,-11%,0.7%,i,-5%,-1%
O=C(COC(=O)COc1ccccc1)NC1CCCC1,-1%,-2%,3.4,-5%,-11%,-0.3%,i,5%,11%
N#Cc1c(C(F)(F)F)cc(-c2cccs2)nc1SCC(=O)O,5%,-3%,0.3,12%,5%,11%,i,2%,-2%
COc1ccc(OCc2ccc(-c3nc(C#N)c(N4CCN(c5ccccc5)CC4)o3)o2)cc1,/,/,/,2%,-4%,0.5%,/,/,1%
COc1cc(OC)c(S(=O)(=O)Nc2ccccc2C(=O)O)cc1S(=O)(=O)Nc1ccccc1C(=O)O,15%,-4%,0.5,1%,-23%,0.1%,i,8%,-2%
COc1ccc(N2C(=O)CC(N3CCN(c4ccc(S(C)(=O)=O)cc4)CC3)C2=O)cc1 (stereo not given),-2%,0%,-1.2,7%,9%,0.3%,i,8%,-14%
Cc1ccccc1NC(=O)c1cccc(S(=O)(=O)Nc2cccc(C(=O)O)c2)c1,1%,1%,-0.5,1%,-1%,0.6%,i,1%,-7%

# By substructure, the compounds so far containing fluorine
SMILES,EPAC2 antagonist,MmCpn inh,CCT modulator,Nrf2 inh,TGFb inhibitor,Nrf2 activator,pAkt inh,EPAC2 agonist,A549 viability
CC(=O)Nc1ccc(NC(=O)CN(c2ccc(F)cc2)S(=O)(=O)c2ccc3c(c2)OCCO3)cc1,7%,0%,-0.8,/,-11%,0.7%,i,-5%,-1%
N#Cc1c(C(F)(F)F)cc(-c2cccs2)nc1SCC(=O)O,5%,-3%,0.3,12%,5%,11%,i,2%,-2%

# (further entries)
SMILES,EPAC2 antagonist,MmCpn inh,CCT modulator,Nrf2 inh,TGFb inhibitor,Nrf2 activator,pAkt inh,EPAC2 agonist,A549 viability
O=C(NCc1ccco1)c1cc2nc(-c3cccs3)cc(C(F)(F)F)n2n1,0%,-5%,0.1,?,-11%,3.9%,i,6%,15%
CC(C)CCOc1ccc(C(=O)C[N+]2(C)CCOCC2)cc1,0%,-1%,-1.0,-2%,10%,-0.3%,i,-1%,-2%
CCOC(=O)c1csc(NC(=O)c2ccc(OC)c(OC)c2)n1,1%,-8%,0.1,-9%,-2%,-0.1%,i,-3%,-1%
O=c1c(/C=N/O)coc2ccc(Cl)cc12,6%,-5%,0.6,-3%,21%,0.4%,i,-1%,-6%
CC1(Br)C(Sc2ccccc2[N+](=O)[O-])=Nc2ccccc21 (stereo not given),-20%,/,-1.3,/,/,0.0%,i,21%,/
Cn1ccc2c(N3CCCC3)cc3c(c21)C1CCC3O1 (stereo not given),3%,/,0.1,/,?,3.2%,i,6%,/
CC(=O)Nc1ccc(S(=O)(=O)N(C)CC(=O)OCC(=O)N2CCN(C(=O)c3ccco3)CC2)cc1,18%,1%,-1.8,3%,1%,-0.7%,i,-3%,-1%
CCOC(=O)c1c(-c2ccc(C)o2)csc1NC(=O)CSc1nnc(C)s1,-5%,-4%,1.9,?,?,3.3%,i,3%,-19%
COc1cccc(NC(=O)Cn2c(CCC(=O)O)ccc2-c2ccccc2)c1,-5%,-1%,1.2,4%,-22%,2.7%,i,6%,-5%
COc1ccc(-c2[nH]ncc2CN(C)Cc2cc(C)[nH]n2)c(F)c1,9%,2%,2.2,6%,-4%,-0.1%,i,8%,7%
COc1ccc(/C=C2\C(=O)NCC(=O)N2Cc2ccccc2)cc1,3%,0%,-2.6,-21%,25%,-0.7%,i,9%,-22%
Brc1ccc(CNCCCSc2ncccn2)cc1,5%,1%,-1.1,-4%,-2%,-0.1%,i,9%,-3%
O=C(N1CCOCC1)N(Cc1cccs1)C1CCCC1,3%,-3%,2.6,/,8%,-0.2%,i,13%,-3%
CC1(C)NC(=O)N(CC(O)Cn2nnc3ccccc32)C1=O (stereo not given),13%,1%,-1.7,/,-1%,-0.8%,i,0%,1%
Cc1cccn2cc(-c3ccc(S(=O)(=O)N4CCOCC4)cc3)nc12,-2%[57.1 µM],-3%,0.7,-22%,-5%,0.0%,i,-6%,9%
O=C(Cc1ccc([N+](=O)[O-])cc1)N/N=C/c1ccco1,0%,2%,-1.2,-7%,10%,4.1%,i,2%,-6%
Cc1ccc2c(c1)c(N=NC(N)=O)c(O)n2C,14%,1%,-3.9,?,5%,4.7%,i,8%,-13%
O=C(NCc1ccco1)c1sc2cccc(F)c2c1Cl,6%,-1%,-0.4,?,14%,?,i,-5%,-16%
Nn1c(SCC(=O)NC(=O)NCc2ccccc2)nnc1C1CC1,4%,0%,2.7,-23%,2%,-0.6%,i,-10%,-10%
CN(c1ccc(C(=O)NCCSC(C)(C)C)cc1)S(=O)(=O)c1ccccc1,-10%,0%,-0.9,-6%,0%,0.1%,i,8%,1%
Cc1cccc(NC(=O)C2CCCN(S(=O)(=O)c3c(C)nn(C)c3C)C2)n1 (stereo not given),-1%,1%,1.1,-14%,?,-0.1%,i,5%,-2%
CC1=Nc2nc(N3CCCCCC3)c(C#N)c3c4c(nc(c23)N1)N(c1ccc2ccccc2c1)C(=O)C4,-8%,/,0.7,1%,5%,-0.4%,i,2%,10%
O=C(Nc1ccc2c(c1)N(S(=O)(=O)c1cccs1)CCC2)c1c(F)cccc1Cl,-10%,-2%,0.0,-24%,0%,-0.8%,i,6%,-9%
N#Cc1c(Cl)cccc1N1CCC(C(N)=O)CC1,1%,-3%,-4.3,-3%,0%,-0.8%,i,-1%,0%
O=C(N[C@H]1/C=C\[C@@H](O)CCCC1)OCc1ccccc1,-17%,-1%,0.2,?,0%,-0.9%,i,3%,-3%
C[C@@H]1CC=C[C@H]2[C@H]1C(=O)N(Cc1ccccc1)[C@H]2c1ccc(Br)cc1F,?,2%,-1.0,-11%,?,5.9%,i,9%,0%
CC(C)c1onc(C(=O)NC2CCCC2)c1[N+](=O)[O-],6%,1%,-1.4,6%,?,16%,i,8%,-4%
COc1ccc(CC(=O)Oc2ccccc2[N+](=O)[O-])cc1,6%,-4%,0.6,8%,3%,0.3%,i,16%,1%
CCN(CC(=O)Nc1c(F)cccc1F)C(=O)c1cnc(C)cn1,-1%,1%,0.0,2%,4%,-0.2%,i,-5%,-2%
O=[N+]([O-])c1cccc(S(=O)(=O)NCc2ccncc2)c1,-2%,1%,0.0,7.3µM*,0%,-0.4%,i,2%,?
CC(C)CCn1c(Oc2ccccc2Cl)nc2c1c(=O)n(C)c(=O)n2C,32µM*,-1%,1.5,-24%,?,3.6%,i,0%,-8%
O=C(O)CCC(=O)N1CCc2cc(S(=O)(=O)Nc3ccc4c(c3)OCCO4)ccc21,-8%,-2%,-0.6,14%,-18%,-0.3%,i,10%,-6%
Cc1ccccc1OCCCC(=O)Nc1nccs1,8%,-2%,1.5,?,-1%,-0.1%,i,7%,-10%

# Screening data: PubChem, National Center for Advancing Translational Sciences (NCATS)
